Compound activity (PubChem BioAssay)
D1 antagonist: Antagonist of Human D 1 Dopamine Receptor: qHTS. AID 504652, 2011. 360,000 tested, 3.2% active. HEK293 TREx D1 cells, calcium flux, dopamine EC80; stronger effect = lower value. activity change, negative = inhibition, % at 10 µM. D(1A) dopamine receptor (Homo sapiens), P21728; in the data active means activity change below about -30%; further: on the % scale 0 is the no-effect control and ±100 the full control effect
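Antagonism measured as reduced calcium response to an EC80 dopamine addition following 180 s compound pre-read; cells were inducible HEK293 Trex D1 plated overnight at 30 C, read kinetically at 1 cycle/sec.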
RXFP1 agonist: qHTS Assay for Agonists of the Relaxin Receptor RXFP1 | Relaxin receptor 1 (Homo sapiens), Q9HBX9 | HEK293T-RXFP1 cAMP TR-FRET, 30 min; response scale: percent of porcine relaxin response, buffer zero | Potency, µM (series often up to 57.5 µM), for the others: at the top dose activation, most hits filed as activators | 370,000 tested, 0.3% active | AID 2676, 2010; further: potency means the concentration at half of the fitted maximal effect; on the % scale 0 is the no-effect control and ±100 the full control effect; nearly all actives have a fitted effect of over 60% in size; many of its hits are not listed in these tables
Target sequence (Q9HBX9 whole entry, looked up): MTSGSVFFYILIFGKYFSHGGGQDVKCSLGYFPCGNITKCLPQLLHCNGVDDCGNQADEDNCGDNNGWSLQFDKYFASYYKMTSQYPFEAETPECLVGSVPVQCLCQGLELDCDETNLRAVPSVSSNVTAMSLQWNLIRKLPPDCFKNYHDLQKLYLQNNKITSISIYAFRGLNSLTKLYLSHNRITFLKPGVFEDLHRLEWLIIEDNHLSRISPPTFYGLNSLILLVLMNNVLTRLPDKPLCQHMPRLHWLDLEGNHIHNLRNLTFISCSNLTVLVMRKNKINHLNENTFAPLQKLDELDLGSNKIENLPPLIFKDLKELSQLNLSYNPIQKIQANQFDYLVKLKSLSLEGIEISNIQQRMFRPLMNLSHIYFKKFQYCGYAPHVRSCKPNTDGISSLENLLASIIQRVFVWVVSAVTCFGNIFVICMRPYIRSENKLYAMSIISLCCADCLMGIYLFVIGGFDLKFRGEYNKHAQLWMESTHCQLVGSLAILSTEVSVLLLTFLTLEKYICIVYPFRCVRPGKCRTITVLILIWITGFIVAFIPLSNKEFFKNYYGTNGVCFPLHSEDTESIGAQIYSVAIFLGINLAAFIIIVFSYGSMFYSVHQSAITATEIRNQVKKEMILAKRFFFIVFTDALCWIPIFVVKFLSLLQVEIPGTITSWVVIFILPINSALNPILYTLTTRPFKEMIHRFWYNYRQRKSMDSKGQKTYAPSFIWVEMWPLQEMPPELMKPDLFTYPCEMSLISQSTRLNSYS
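cAMP rise read by TR-FRET after 30 min, 37C compound exposure (up to 58 uM) in RXFP1-transfected HEK293 cells with Ro 20174 present. EC50 from Hill-equation fits, with 29 nM porcine relaxin as 100% and buffer as basal.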
D2 PAM: HTS Assay for Positive Allosteric Modulators of the Human D2 Dopamine Receptor: Primary Screen for Potentiators. D(2) dopamine receptor (Homo sapiens), P14416. HEK293 T-REx D2, calcium flux, EC20 dopamine potentiation. potentiation, % at 10 µM. 340,000 tested, 0.34% active;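 active means potentiation over 3 SD above the plate norm, cut at about 30% in these data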; further: 0% is about no effect
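Potentiation of an EC20 dopamine calcium response measured kinetically over 180 s, after a preceding 180 s compound-only read flagging agonists. Cells: inducible Hek293 Trex D2 line, 4000/well, cultured overnight at 30 C before dye loading.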
Vif-APOBEC3F blk: qHTS for Inhibitors of Vif-A3F Interactions: qHTS; HeLa A3F-eYFP + Vif (tagged APOBEC3F with the HIV-1 protein that degrades it), YFP fluorescence increase; Potency, µM (doses to about 46.1 µM), for inactives: at the highest dose activity, negative = active; 390,000 tested, 0.2% active; AID 602313, 2012; further: potency means the concentration at half of the fitted maximal effect; % of control where 0% means no effect; nearly all actives have a fitted effect of over 65% in size
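HeLa cells stably expressing A3F-eYFP plus Vif, plated and incubated overnight at 37 deg C, then exposed to compounds overnight at 37 deg C. Blocked degradation read as raised yellow fluorescence (Ex 488/Em 500-530).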
Glioma ERSR ind: qHTS for Inducers of the Endoplasmic Reticulum Stress Response (ERSR) in Human Glioma: qHTS | U87-MG GRP78 promoter luciferase reporter, 16 h | Potency, µM, for the others: top-dose activation, hits mostly activators | 420,000 tested, 0.02% active | AID 602332, 2012; further: potency means the concentration at half of the fitted maximal effect; series mostly up to about 76 µM; % of control where 0% means no effect; nearly all actives have a fitted effect of over 35% in size
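Stably transfected U87-MG human glioma cells carrying a GRP78-based luminescent sensor were seeded at 1000 cells/well, pin-dosed with compounds and incubated 16 h. Luciferase reagent was then added, and end-point luminescence was read after 10 min at room temperature.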
D1 PAM: Potentiators of Human D1 Dopamine Receptor: qHTS; D(1A) dopamine receptor (Homo sapiens), P21728; HEK293 TREx D1 cells, calcium flux, dopamine EC20 potentiation; potentiation, % at 10 µM; 360,000 tested, 0.036% active; AID 504651, 2011; in the data active means potentiation above about 30%; further: 0% is about no effect
Vif-APOBEC3G blk: qHTS for Inhibitors of Vif-A3G Interactions: qHTS; DNA dC->dU-editing enzyme APOBEC-3G (Homo sapiens), Q9HC16; HeLa A3G-eYFP + Vif (tagged APOBEC3G with the HIV-1 protein that degrades it), YFP fluorescence, overnight; Potency, µM (doses to about 46.1 µM), without a hit: at the top dose activity, negative = active, actives largely listed as inhibitors; 410,000 tested, 0.076% active; AID 602310, 2012;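 further: potency means the concentration at half of the fitted maximal effect; on the % scale 0 is the no-effect control and ±100 the full control effect; nearly all actives have a fitted effect of over 60% in size; hits raise eYFP signal because A3G escapes Vif-driven loss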
Target sequence (Q9HC16 whole entry, looked up): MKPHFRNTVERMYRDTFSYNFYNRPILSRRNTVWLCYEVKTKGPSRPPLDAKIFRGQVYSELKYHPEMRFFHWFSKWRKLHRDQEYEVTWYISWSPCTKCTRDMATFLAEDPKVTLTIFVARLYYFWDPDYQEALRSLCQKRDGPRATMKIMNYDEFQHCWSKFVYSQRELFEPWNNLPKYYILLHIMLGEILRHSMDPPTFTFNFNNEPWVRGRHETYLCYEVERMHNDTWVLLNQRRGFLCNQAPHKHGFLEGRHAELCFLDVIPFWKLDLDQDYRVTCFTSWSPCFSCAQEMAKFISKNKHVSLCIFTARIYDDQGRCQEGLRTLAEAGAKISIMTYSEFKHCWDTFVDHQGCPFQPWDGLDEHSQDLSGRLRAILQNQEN
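Read-out is eYFP fluorescence (Ex 488/Em 500-530) from Vif-expressing HeLa A3G-eYFP cells; more signal means A3G escaped Vif-mediated degradation. Cells plated overnight, compound pinned in, incubated overnight at 37 deg C.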
RXFP1 antag: qHTS Assay for Antagonists of the Relaxin Receptor RXFP1; HEK293-RXFP1, relaxin-stimulated cAMP HTRF, 30 min; stronger effect = lower value; activity change, negative = inhibition, % at 57.5 µM; 350,000 tested, 0.59% active; AID 1259400, 2018;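 active means activity change of -60% or lower, but not beyond a set lower limit; inconclusive means change between -60% and -40%, or beyond the set limit; inactive means change above -40%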; further: on the % scale 0 is the no-effect control and ±100 the full control effect
D1 ag: Allosteric Agonists of the Human D1 Dopamine Receptor: qHTS; 360,000 tested, 1% active; activation, % at 2 µM; HEK293 T-REx D1 cells, calcium flux, agonist mode; AID 504660, 2011; in the data active means activation above about 30%; further: 0% is about no effect
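Tetracycline-induced HEK293 TREx D1 cells, force-coupled to calcium signalling, were dye-loaded with a no-wash calcium kit. Compound was pin-added after a 10 s baseline. Fluorescence was read kinetically at 1 cycle/s for 180 s, with calcium rises flagged as agonism.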
* = called active by the depositor; ? = inconclusive; . = no result given; & = joins results of further samples. Unless noted, the call rests on the fitted dose curve; in most records, active means well fitted curve in the direction sought with a large enough effect; inconclusive means small, poorly fitted or top-dose-only effect, or another doubt; inactive means no such curve, though single readings can be large; an effect the other way counts as inactive or inconclusive. Only part of the results is shown; rates above refer to the full screens.

SMILES	D1 antagonist	RXFP1 agonist	D2 PAM	Vif-APOBEC3F blk	Glioma ERSR ind	D1 PAM	Vif-APOBEC3G blk	RXFP1 antag	D1 ag
CSc1nsc(SCC(=O)Nc2ccc3c(c2)OCCO3)n1	-3	-0.8%	-6	-4%	0%	-5	0%	3	1
COc1ccc2c(c1)C(=O)CC(c1ccc(OC)c(OC)c1)O2 (configuration not stated)	-5	0.6%	3	1%	-1%	-1	2%	2	4
COc1ccc(NC(=O)C2Cc3ccccc3CN2S(=O)(=O)c2ccccc2)cc1OC (configuration not stated)	-59*	0.0%	8	-1%	-3%	0	-3%	-5	1
COc1cccc(C(C(=O)NC(C)(C)C)N(CCC(C)C)C(=O)CCC(=O)Nc2cc(C)on2)c1OC (configuration not stated)	-3	-0.9%	-1	5%	0%	6	-3%	2	6
COc1ccc(S(=O)(=O)n2nc(C)c(S(=O)(=O)N3CCC(C)CC3)c2C)cc1C	-23	-1.3%	4	-6%	-1%	0	-3%	.	3
CCC12CN3CC(C)(CN(C1)C3c1c(C)n(C)c3ccccc13)C2=O (configuration not stated)	11	-0.2%	14	-4%	-4%	-1	-1%	-21	3
COc1ccc(C(=O)Nc2cccc(C(=O)N/N=C/c3ccc(OC)cc3OC)c2)cc1	-48*	1.8%	-10	-1%	-16%	-8	0%	8	1
CC1(c2cnc(Nc3ccccc3)s2)CCC(=O)O1 (configuration not stated)	-5	3.6%	19	1%	3%	-4	5%	-6	1
Cc1c(N=Cc2cc(Br)cc(Br)c2O)cccc1C(=O)O	15	2.3%	-9	-2%	-3%	-3	3%	?	10
Cc1ccc2c(c1)SC1=NC(c3ccccc3)(C(F)(F)F)NC(=O)N12 (configuration not stated)	7	0.7%	-11	.	.	9	.	.	5
COc1nc(Nc2ccc(C(C)C)cc2)nc(OC)n1	1	-0.5%	2	-12%	4%	0	1%	-23	1
CC(C)(C)C(=O)Nc1sc(-c2ccccc2)cc1C(=O)O	-9	5.7%	3	7%	7%	-5	-8%	-1	1
CC(=O)C1CCC2C3CCC4=CC(=O)CC[C@]4(C)[C@@]3(F)C(O)C[C@]12C (some centres not stated)	2	0.7%	-5	-2%	-4%	4	6%	0	5
COc1cccc(NC(=S)Nc2cc(C)cc(C)n2)c1	2	?	8	-12%	9%	10	-1%	40	4
CCCc1[nH]n(-c2nc3ccccc3s2)c(=O)c1C=NCCCN(CC)CC	-6	0.6%	2	-24%	3%	-2	0%	-5	0
O=C(Nc1ccccc1C(F)(F)F)N1CCCC1c1cccnc1 (configuration not stated)	5	0.2%	0	-3%	-1%	5	1%	-8	1
NCCCCCc1cn([C@@H](CO)C(=O)NCCCCCCCCCCC(=O)N2CCNCC2)nn1	-32*	-0.7%	.	-7%	0%	-4	1%	.	3
Clc1ccccc1CNCC1CCCO1 (configuration not stated)	-26	-1.1%	-3	11%	-1%	-3	-2%	4	9
O=C(Nc1ccc(Cl)cc1)N1CCC(CN2CCCC2)CC1	8	-0.9%	4	1%	0%	3	1%	-1	3
CCC(C(=O)NC1CCCC1)N(Cc1ccc2c(c1)OCO2)C(=O)c1snc(C(N)=O)c1N (configuration not stated)	7	2.3%	3	0%	-4%	0	2%	-7	1
Cc1ccc2[nH]c(=O)c3cc(C(=O)N4CCN(C(=O)c5ccco5)CC4)sc3c2c1	-9	-1.3%	7	0%	-3%	-4	1%	5	2
COC(=O)c1ccccc1NC(=O)CCCn1c(C)c2cnn(-c3ccccc3)c(=O)c2c1C	-9	0.6%	0	-2%	-2%	-1	6%	.	-1
CC(C)c1ccc(-c2noc(SCC(=O)N(C)c3ccc(F)cc3)n2)cc1	-16	0.5%	-4	-3%	-5%	-4	1%	-16	50*
COc1ccc(S(=O)(=O)N2CCOCC2)cc1C(=O)NCC(c1ccccc1)c1ccccc1	.	.	.	7%	-6%	.	-11%	2	.
CCOc1ccc(C(C)NC(=O)Cc2ccccc2)cc1OCC (configuration not stated)	-6	3.8%	9	-8%	-3%	-4	1%	13	1

The results go on:
SMILES	D1 antagonist	RXFP1 agonist	D2 PAM	Vif-APOBEC3F blk	Glioma ERSR ind	D1 PAM	Vif-APOBEC3G blk	RXFP1 antag	D1 ag
Cn1c(SCc2nc(-c3ccc(Br)cc3)no2)nnc1-c1ccco1	-12	-0.7%	-4	-9%	1%	-3	4%	-16	3
C#Cc1cccc(NC(=O)c2ccc3c(c2)C(=O)N(Cc2cccnc2)C3=O)c1	-16	-1.1%	7	3%	1%	-2	-1%	-88*	8
CC(C)C1S/C(=N/N=C/c2cccs2)NC1=O (configuration not stated)	0	2.5%	-5	?	-4%	-10	0%	-10	0
COc1cccc(C2(C)NC(=O)N(CC(=O)Nc3ccc(N4CCOCC4)cc3)C2=O)c1 (configuration not stated)	.	.	.	-2%	-7%	.	4%	3	.
CC(C)c1nc(SCC(=O)N2CCCCCC2)c2c(=O)n(C)c(=O)n(C)c2n1	-8	8.6%	13	-8%	-1%	-1	-5%	-10	4
COc1ccccc1N1CCN(CCCCCCOc2ccc(F)cc2)CC1	-45*	0.2%	-48	-13%	-2%	-21	1%	-7	8
CN(C)S(=O)(=O)c1cccc(NC(=O)COC(=O)CCC(=O)c2cccs2)c1	-34*	-1.7%	4	0%	0%	-1	-2%	-7	5
Cc1c(NC(=S)NC(=O)c2cc3ccccc3o2)cccc1C(=O)O	-4	-0.2%	-1	-2%	-4%	-2	-1%	-8	6
COc1ccc(CCNC(=O)C(=O)NCC(c2ccc3c(c2)OCO3)N2CCOCC2)cc1 (configuration not stated)	2	0.7%	2	3%	-1%	-6	3%	1	3
COc1cc(NC(=O)CN2C(=O)C(c3ccccc3)=NC2(C)C)cc(OC)c1	-9	0.7%	-1	-1%	0%	-3	0%	7	3
O=C(COc1ccc(Cl)cc1)c1ccc(O)cc1O	-1	0.5%	3	1%	3%	-9	-2%	-6	1
COc1ccc(-c2nsc(SCC(=O)NCc3ccc4c(c3)OCO4)n2)cc1	16	2.8%	-16	-9%	1%	-8	-3%	-9	0
CCOc1ccc(S(=O)(=O)Nc2cc(F)ccc2F)c2cccnc12	23	1.7%	-2	7%	-1%	-6	-11%	12	1
CC(=O)Nc1ccc(C(=O)Nc2cc(C)on2)cc1	-21	5.8%	-2	0%	2%	16	1%	-16	3
Cc1cc2nc[nH]c(=O)n2n1	.	.	.	0%	-2%	.	5%	6	.
Cc1ccc(S(=O)(=O)c2ccc(Oc3ccccc3)cc2)cc1	-9	2.4%	-2	-8%	-4%	-9	1%	-8	12
COc1ccc(N2CCN(C(=O)CCCn3nnnc3CN3CCOCC3)C(C)C2)cc1 (configuration not stated)	2	3.3%	1	12%	-3%	-1	1%	-13	5
COc1ccc(S(=O)(=O)Nc2ccccn2)cc1OC	7	-0.6%	3	-4%	-2%	-6	1%	30	3
CN(CC(=O)NNC(=O)CNC(=O)c1ccccc1F)S(=O)(=O)c1ccc(Cl)cc1	-5	-0.6%	0	3%	2%	-1	-12%	-2	2
Cc1ccc(NC(=O)CN2c3ccccc3S(=O)(=O)c3ccccc32)cc1F	-3	2.7%	8	-7%	-1%	1	1%	.	5
CN(C)S(=O)(=O)c1ccc(Cl)c(C(=O)NNC(=O)Cn2ccc(C(F)(F)F)n2)c1	8	-0.5%	-2	-5%	1%	-1	0%	-8	2
O=C(NCC1CCCCC1)C12CN(Cc3ccccc3)CC1C(c1cccc([N+](=O)[O-])c1)=NO2 (configuration not stated)	-11	1.2%	4	8%	-4%	-1	-11%	.	3
CCc1nnc(SCC(=O)Nc2ccccc2)n1CC1CCCO1 (configuration not stated)	6	-0.4%	-11	-12%	-6%	9	-3%	-2	5
COC(=O)CN1C(C(=O)c2ccccc2)=C(OC(=O)c2ccc(C)cc2)c2ccccc2S1(=O)=O	3	22%	20	.	.	-1	.	-9	1
C=CC(C)(O)CCC=C(C)C (configuration not stated)	-22	1.5%	4	2%	-5%&-3%	-5	-4%	8	1

(further entries)
SMILES	D1 antagonist	RXFP1 agonist	D2 PAM	Vif-APOBEC3F blk	Glioma ERSR ind	D1 PAM	Vif-APOBEC3G blk	RXFP1 antag	D1 ag
CCCOc1ccccc1/C=C(\C#N)C(=O)Nc1cccnc1	3	-0.6%	0	9%	2%	-1	0%	?	1
O=S(=O)(c1ccc(Cl)s1)N1CCc2ccccc2C1	3	2.2%	1	-9%	-1%	6	-21%	19	7
Cc1ccc(C(=O)N(Cc2ccc(N(C)C)cc2)Cc2ccco2)cc1	-4	-0.8%	-2	.	.	-1	.	-22	-2
CCCn1c(COc2ccc(C(=O)O)cc2)nc2ccccc21	-8	1.0%	6	2%	-4%	-2	5%	-6	2
Cc1ccc2nc3c(cc(S(=O)(=O)c4ccccc4)c(=N)n3Cc3ccco3)c(=O)n2c1	-6	1.3%	9	?	1%	-3	1%	7	13
CCc1ccc(OCC(=O)N(Cc2ccc(C)cc2)Cc2ccco2)cc1	15	0.0%	-2	2%	5%	-1	1%	-61*	24
Cc1nn(C)c(Cl)c1CN1CCN(CC(C)C)C(CCO)C1 (configuration not stated)	9	0.9%	-8	3%	-1%	-2	-5%	15	0

3 compounds out of the list, sorted by number of heavy atoms, ascending.
SMILES	D1 antagonist	RXFP1 agonist	D2 PAM	Vif-APOBEC3F blk	Glioma ERSR ind	D1 PAM	Vif-APOBEC3G blk	RXFP1 antag	D1 ag
Cc1ccc(C(=O)N(Cc2ccc(N(C)C)cc2)Cc2ccco2)cc1	-4	-0.8%	-2	.	.	-1	.	-22	-2
COC(=O)c1ccccc1NC(=O)CCCn1c(C)c2cnn(-c3ccccc3)c(=O)c2c1C	-9	0.6%	0	-2%	-2%	-1	6%	.	-1
NCCCCCc1cn([C@@H](CO)C(=O)NCCCCCCCCCCC(=O)N2CCNCC2)nn1	-32*	-0.7%	.	-7%	0%	-4	1%	.	3
